PERK inh: block of dimerizer-induced PERK translation repression, primary screen, PERK inhibitor project, CHO PERK-DD cells, SEAP luminescence, HTS; CHO PERK-DD fusion, SEAP luminescence translation reporter; Eukaryotic translation initiation factor 2-alpha kinase 3 (Homo sapiens), Q9NZJ5; 0.17% of 220,000 active; inhibition, % at 5.6 µM;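 active means inhibition above the mean inhibition of all tested compounds plus 3 SD, set separately per screening campaign, cut at about 2.9% in these data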;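 further: PERK kinase domain activated by AP20187 dimerizer at 100 nM; 0% = DMSO with dimerizer and 100% = rapamycin at 8.4 µM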
Wee1 stabilizer: Wee1 degradation inhibitors, primary screen, cell-based, HeLa, Wee1K328M-luciferase, luminescence; AID 1321, 2008; Wee1-like protein kinase (Homo sapiens), P30291; reporter increase, % at 5 µM; HeLa Luc-Wee1K328M stability; 100% = proteasome inhibitor MG132 effect; 1.2% of 220,000 active;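 active means activation above the mean of all tested compounds plus 3 SD, set per screening run, cut at about 8.8% in these data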;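 further: cells exposed to compound for 20 h before luminescence read; 0% = DMSO alone and 100% = MG132 at 30 µM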
Thrombin inh: human alpha-thrombin inhibitors, primary screen, counter-screen for coagulation protease inhibitor project, biochemical, 1536-well, fluorogenic AMC substrate | Prothrombin (Homo sapiens), P00734 | Boc-VPR-AMC fluorogenic substrate cleavage | inhibition, % at 5 µM | 0.26% of 220,000 active | AID 1046, 2008;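 active means inhibition at or above 40%; inactive means inhibition below 40%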;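 further: 0% = enzyme with no compound and 100% = wells without enzyme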
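Material: human alpha-thrombin enzyme / Medium: pH 7.5 Tris (50 mM) with NaCl 150 mM, Tween 20 0.05% / Compound: single-point dosing at 5 µM, 0.2% DMSO / Incubation: enzyme reaction carried out at room temperature / Detection: AMC fluorescence, 355/460 nm / Read-out basis: percent inhibition scaled between no-compound controls and no-enzyme blanks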
Furin inhibitor: human furin inhibitors, primary screen, biochemical, fluorescence intensity | 0.061% of 220,000 active | purified furin, fluorogenic substrate cleavage | inhibition, % at 30 µM; in the data active means inhibition above about 25%; further: inactives centre near -15
hK5 inh: human KLK5 protease inhibitors, primary screen, biochemical, 1536-well; 0.59% of 210,000 active; recombinant hK5, fluorogenic AMC substrate cleavage; inhibition, % at 5 µM; AID 873, 2007;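 active means inhibition of 40% or more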;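 further: 0% = enzyme controls without compound and 100% = no-enzyme blanks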
KCC2 mod: KCC2 cotransporter modulators, thallium flux, primary screen, cell-based, HEK293 KCC2, FluoZin-2 fluorescence, MLSMR; Solute carrier family 12 member 5 (Homo sapiens), Q9H2X9; KCC2 cells, thallium flux FluoZin-2 fluorescence; B-score of Tl+ flux slope (higher = more flux/activation; lower = inhibition) at 10 µM; 2.2% of 190,000 active;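 active means thallium flux slope and its plate-corrected score both differing from the plate sample mean at a set confidence after two filtering rounds, in either direction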;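 further: slope of fluorescence scaled to starting intensity during 10 to 20 s after thallium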
Target sequence (Q9H2X9 whole entry, looked up): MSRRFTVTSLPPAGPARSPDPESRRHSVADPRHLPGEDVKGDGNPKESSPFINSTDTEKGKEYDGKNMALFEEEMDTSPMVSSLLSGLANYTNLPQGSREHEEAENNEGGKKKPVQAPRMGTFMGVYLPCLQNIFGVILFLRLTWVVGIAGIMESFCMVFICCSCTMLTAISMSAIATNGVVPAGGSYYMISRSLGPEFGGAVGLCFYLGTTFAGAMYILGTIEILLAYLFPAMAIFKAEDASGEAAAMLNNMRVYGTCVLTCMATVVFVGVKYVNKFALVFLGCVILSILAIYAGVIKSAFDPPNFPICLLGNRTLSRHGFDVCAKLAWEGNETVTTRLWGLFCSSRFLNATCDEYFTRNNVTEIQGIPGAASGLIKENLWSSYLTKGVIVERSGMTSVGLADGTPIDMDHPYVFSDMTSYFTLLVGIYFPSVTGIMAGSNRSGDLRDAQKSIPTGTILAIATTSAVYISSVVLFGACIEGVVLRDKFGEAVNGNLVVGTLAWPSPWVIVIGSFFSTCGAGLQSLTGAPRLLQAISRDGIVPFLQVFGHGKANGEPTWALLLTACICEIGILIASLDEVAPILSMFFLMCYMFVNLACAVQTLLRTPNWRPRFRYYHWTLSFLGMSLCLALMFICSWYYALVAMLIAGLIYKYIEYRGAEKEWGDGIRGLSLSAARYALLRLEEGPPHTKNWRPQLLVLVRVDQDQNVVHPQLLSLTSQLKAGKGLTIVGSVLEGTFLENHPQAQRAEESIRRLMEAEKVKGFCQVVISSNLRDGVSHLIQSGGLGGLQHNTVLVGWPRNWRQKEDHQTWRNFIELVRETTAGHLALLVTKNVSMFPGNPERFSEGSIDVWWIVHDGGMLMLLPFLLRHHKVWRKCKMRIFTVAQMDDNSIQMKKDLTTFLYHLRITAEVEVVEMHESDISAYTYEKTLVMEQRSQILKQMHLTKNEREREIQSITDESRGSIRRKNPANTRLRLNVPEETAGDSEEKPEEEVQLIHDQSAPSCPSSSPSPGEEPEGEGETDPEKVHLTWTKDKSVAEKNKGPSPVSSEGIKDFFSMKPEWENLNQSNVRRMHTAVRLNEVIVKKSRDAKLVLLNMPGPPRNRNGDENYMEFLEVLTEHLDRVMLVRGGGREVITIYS
FXIa inh 1536: human FXIa protease inhibitors, primary screen, biochemical, 1536-well; inhibition, % at 5 µM; Coagulation factor XI (Homo sapiens), P03951; purified FXIa, Boc-Glu-Ala-Arg-AMC fluorogenic substrate; 0.14% of 220,000 active; AID 798, 2007;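 active means inhibition of at least 40%; inactive means inhibition below 40%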;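 further: fluorescence of freed AMC excited at 355 nm; 0% = enzyme without compound and 100% = no enzyme blank; many of its hits are not listed in these tables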
FXIIa inh 1536: human FXIIa protease inhibitors, primary screen, biochemical, 1536-well; inhibition, % at 5 µM; purified FXIIa, Boc-QGR-AMC fluorogenic substrate, 2 h; Coagulation factor XII (Homo sapiens), P00748; AID 800, 2007; 0.3% of 220,000 active; in the data active means inhibition above about 40%;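 further: 0% = enzyme with no compound and 100% = blank without enzyme; many of its hits are not listed in these tables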
p97 inhibitor: inhibitors of human p97 ATPase, primary screen, biochemical. Transitional endoplasmic reticulum ATPase (Homo sapiens), P55072. recombinant p97 ATPase, Kinase-Glo ATP luminescence, 3 h. inhibition, % at 8 µM. 0.42% of 220,000 active. AID 1481, 2009; in the data active means inhibition above about 15%;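 further: 0% = DMSO vehicle and 100% = wells lacking enzyme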
Starred values were filed as active, the others as inactive; nt = no result given; & = joins results of further samples; [ ] = dose if it differs, or a comment.

Molecule	hK5 inh	Furin inhibitor	PERK inh	Thrombin inh	KCC2 mod	FXIa inh 1536	FXIIa inh 1536	p97 inhibitor	Wee1 stabilizer
CC1=[N+](C)N(c2ccccc2)C(=O)C1N=Cc1ccc(Cl)cc1 (stereo not drawn)	-3	-28	-0.4	-3	-1.1	1	11	6	0
Cc1noc(C)c1C(=O)Nc1nc(C23CC4CC(CC(C4)C2)C3)cs1	5	-21[20 µM]	0.6	5	0.0018	1	12	-1	0
CCOC(=O)/C(C#N)=C1\C(=O)N(Cc2ccccc2)c2ccccc21	2	-13	0.8	-2	0.78	3	6	7	4
O=C(O)CC12CC3CC(C1)CC(n1ncc(NCC4CCCO4)c(Cl)c1=O)(C3)C2 (stereo not drawn)	1	-26	1.3	-2	-0.045	7	6	4	6
CC(NC(=O)c1ccc(C23CC4CC(CC(C4)C2)C3)cc1)C(=O)O (stereo not drawn)	1	-27	0.8	-327	-0.74	0	11	1	2
CC[C@@H](C)[C@H](NS(=O)(=O)c1ccc(C)cc1)C(=O)N1CCC(C(=O)NCC(=O)O)CC1	-3	-19	1.7	4	-0.52	6	8	-5	0
CON(C)c1nc(NCC(C)C)nc(OCC#N)n1	6	-8[20 µM]	0.6	-1	0.38	1	9	4	-2
CCCCn1nnnc1SCC(=O)Nc1ccc2c(c1)OCO2	6	1	0.6	0	-0.033	5	11	1	1
COc1nccc(-c2ccc(F)cc2)c1C#N	0	-17	2.5	-10	0.012	-3	3	5	3
Cc1cccc(-n2c(Cc3cc(=O)[nH]c(=O)[nH]3)nnc2SC(C)C)c1	-6	-17	0.3	-2	0.29	4	10	1	4
CCNC(=O)Nc1ccc(OC)cc1OC	-1	-24	2.0	-4	2.1	-4	3	5	2
O=C(N1CCCCC1)C12CC3CC(C1)CC(C(=O)N1CCCCC1)(C3)C2	-23	-10	0.2	-5	0.3	-6	5	2	3
CC(C)n1c(/C=C/c2ccccc2)nc2ccccc21	-27	4	0.6	-7	-1.2	2	3	1	3
Cc1ccc2nc(-c3ccc(NS(=O)(=O)c4ccccc4)cc3)sc2c1	-12	-6	-0.2	-1	-0.48	-6	-2	-12	3
COc1ccc(Cl)cc1C(=O)O/N=C(\N)c1ccc(Cl)cc1	-6	-18	-0.5	-1	-2.4	8	13	2	1
Cc1cc(C)c(OCC(=O)Nc2ccccn2)c([N+](=O)[O-])c1	-3	-17	0.1	0	nt	7	18	3	-2
Cn1c(=O)oc2cc(S(=O)(=O)NCCN3CCCCCC3)ccc21	-13	-39	0.0	-1	nt	9	18	0	-1
CCn1nccc1C(=O)Nc1ccc(S(=O)(=O)NC23CC4CC(CC(C4)C2)C3)cc1	-11	-10[20 µM]	-0.7	-1	-0.46	7	11	-4	0
COc1ccc(CCCc2nnc(SCC(=O)Nc3ncc(C)s3)o2)cc1	-16	-14	-0.1	0	-0.066	-2	12	-3	-1
CCC(CC)C(=O)Nc1cccc(C(=O)c2ccccc2)c1	0	-6[20 µM]	-0.8	4	nt	6	10	-7	9.4*
Clc1ccc(-c2nc3ccccc3n2OCc2ccccc2)cc1	3	-24	0.9	-2	0.58	1	-3	0	4
O=c1c(N2CCOCC2)nsnc1N1CCOCC1	4	-11	0.6	0	-0.019	-1	5	4	-2
CN(C)c1ccc(NC(=O)COC(=O)CCC(=O)c2ccc(F)cc2)cc1	-5	-8[20 µM]	0.2	-1	-1.1	-9	-4	-3	-2
N#CN=C(N)c1ccccc1	-7&5	-16&-31	1.3&1.6	5	0.11&-0.007	5&4	1&10	6&3	0&1

Three of the entries above in order of their number in FXIIa inh 1536, high to low:
| compound | FXIIa inh 1536 |
| --- | --- |
| O=c1c(N2CCOCC2)nsnc1N1CCOCC1 | 5 |
| CC(C)n1c(/C=C/c2ccccc2)nc2ccccc21 | 3 |
| Cc1ccc2nc(-c3ccc(NS(=O)(=O)c4ccccc4)cc3)sc2c1 | -2 |

(list continues)
Molecule	hK5 inh	Furin inhibitor	PERK inh	Thrombin inh	KCC2 mod	FXIa inh 1536	FXIIa inh 1536	p97 inhibitor	Wee1 stabilizer
COC(=O)c1ccc(NC(=O)COC(=O)CSc2nc(C)cc(C)n2)cc1	6	-16[20 µM]	-0.6	0	-0.038	-7	13	3	-2
C/C(=N\Nc1cc(C)nc(-c2ccccc2O)n1)c1ccccc1O	-2	-14	-0.1	-1	1.3	1	10	6	1
COC(=O)CSc1ccc2nnc(-c3ccc(F)cc3)n2n1	-8	-28	-0.5	-3	-0.83	1	10	5	-2
N#CC1=C(N)C(C#N)(C#N)[C@H](c2ccsc2)[C@H]2COCC=C12	-14	-21[20 µM]	0.9	-7	-1.6	-3	3	3	0
O=C(NNc1nc(-c2ccccc2)cs1)c1cccs1	-7	-9	-0.1	-10	-3.8*	-4	0	4	0
COc1ccc(NS(=O)(=O)c2cccc(NC(=O)C34CCC(CC3)C4)c2)cc1	-29	-19	-0.5	-7	-0.97	3	1	1	2
Cc1cc(C)n(-c2nc(-c3ccc(Cl)c(Cl)c3)cs2)n1	1	-29[20 µM]	-0.1	0	1.1	3	16	-2	1
COc1cc2c(cc1OC)C(C(=O)Nc1ccccc1N1CCN(C)CC1)C1c3ccccc3CCN1C2=O (stereo not drawn)	1	-15	-0.6	nt	-0.58	3	6	3	-1
COC(=O)Nc1[nH]ncc1[N+](=O)[O-]	-6	-20	0.8	-12	0.16	-6	2	5	8
CC(C)(CO)CNC(=O)c1ccc(OC2CCN(C(=O)C3CC3)CC2)cc1	nt	-27	1.6	-3	0.083	-2	5	2	-3
CCN1C(=O)/C(=C\N2CCN(c3ccccc3)CC2)SC1=S	22	-20	1.1	-1	-0.043	4	4	0	-3
Cc1cc(C)nc(-n2nc(C)cc2NC(=O)CN2CCCC2)n1	4	-28	0.1	-5	0.41	-1	6	1	1
CC(=O)Nc1ccc(NC(=O)C(C)OC(=O)C2(c3ccc(F)cc3)CCCC2)cc1 (stereo not drawn)	8	-24	-0.9	-2	0.049	-1	9	-1	-2
Cc1ccc(/C=C/C(=O)Nc2ncc(C)s2)o1	7	-10	0.1	26	0.69	10	3	-3	3
COC(=O)Nc1ccc2c(c1)ncn2C1CCCCC1	5	-18	-0.5	-1	0.91	4	14	-3	5
Cc1nc(N2CCCCC2)c2sc(=S)n(C)c2n1	3	-15	0.0	0	0.02	2	12	-4	-1
Cc1c(C(=O)N2CCCCC2)sc(NC(=O)C2CC2)c1C#N	-20	-22	-0.3	-3	0.22	-1	4	-4	1
O=S(=O)(c1ccc(F)cc1)n1ccc(-c2cccc(OCc3ccc(Cl)cc3Cl)c2)n1	-3	-15[20 µM]	0.6	0	nt	6	10	0	7
CC(C)Cn1cnc2c(c(-c3ccccc3)c(-c3ccccc3)n2Cc2ccco2)c1=N	11	-7[20 µM]	-2.2	-3	nt	-13	1	4	-1
O=C(c1ccc(Cl)cc1)c1c[nH]c(C(=O)C(Cl)(Cl)Cl)c1	-14	-13[20 µM]	0.8	-7	-1	4	10	5	0
CC1CCN(C(=O)/C=C/c2ccc(C(C)(C)C)cc2)CC1	-2	-5	0.1	-3	-0.94	-3	2	-5	1
CCSCCNC(=O)c1cncc(Br)c1	-7	-13[20 µM]	1.3	0	-0.28	3	18	5	0
Cc1cccc(OCC(O)Cn2c(NCCCOC(C)C)nc3c2c(=O)[nH]c(=O)n3C)c1 (stereo not drawn)	1	3	0.9	-17	0.44	3	-4	6	2
CCCOc1ccc(C2C(C(=O)c3ccc(C)o3)=C(O)C(=O)N2Cc2cccnc2)cc1 (stereo not drawn)	-9	-7[20 µM]	-0.1	2	-0.32	8	19	1	-1
COc1ccccc1CNC(=O)c1ccoc1C	6	-13[20 µM]	0.7	-4	1.4	-3	-10	2	2
CCOc1ccc(C2CC(=O)n3nc(C45CC6CC(CC(C6)C4)C5)nc3S2)cc1OC (stereo not drawn)	-7	-15[20 µM]	0.0	0	nt	4	16	7	0
O=C(Nc1ccc2c(c1)OCO2)C1CC(c2ccc(F)cc2)=NO1 (stereo not drawn)	-16	-11[20 µM]	0.3	3	0.26	3	5	2	-1
Cc1cc(C)n(CCOc2nonc2N)n1	-12	-24	1.2	-1	0.42	-2	4	5	-1
O=C(Nc1ccc(S(=O)(=O)N2CCOCC2)cc1)c1ccc(Cl)cc1	-2	-9	nt	-11	0.017	0	7	nt	nt
N#C/C(=C\Nc1ccccc1SC(F)(F)F)c1nc(-c2ccc(Cl)cc2)cs1	-2	-4	0.5	-6	0.19	-5	8	3	0
CN(C)S(=O)(=O)c1ccc(C(=O)Nc2cccc(S(=O)(=O)NC3=NCCC3)c2)cc1	-1	-25	0.7	-2	0.44	10	4	1	1
CC(=O)c1ccc(N2CCN(C(=S)Nc3cc(C)ccc3C)CC2)cc1	-2	-20	-0.5	-7	1.1	5	9	7	-2
Cc1ccc(S(=O)(=O)N2CCOCC2)cc1C(=O)N1C(=O)c2cccc(N)c2C1=O	-13	-9	1.2	-5	nt	-3	11	5	1
CNC(=O)c1[nH]cnc1C(=O)N[C@@H](C)C(=O)OCc1ccccc1	-3	-19	nt	-7	-0.83	-4	0	nt	nt
CN1C(=O)c2ccccc2N(C)C1c1cccs1 (stereo not drawn)	-23	-39	0.9	-4	-0.44	-3	7	5	-2
CCc1ccc(N=c2c([N+](=O)[O-])nn(-c3ccc4c(c3)OCCO4)n2O)cc1	1	-18	0.0	-11	-0.11	-2	3	7	-1
COC(=O)[C@H](CC(C)C)NC(=O)N1CCCCC1C (stereo partly drawn)	-4	-27	1.8	0	-0.12	-7	10	2	-3
CCOC(=O)c1cnc2ccc(C(=O)OC)cc2c1Nc1cccc(C(=O)O)c1	-1	-22	0.5	2	-1.5	3	12	2	4
Cc1nnsc1Sc1ccccc1	12	-26	1.7	6	-1.4	-1	10	4	-2
CCCSc1nc(NCc2ccco2)c2c3c(sc2n1)COC(C)(C)C3	-4	-7[20 µM]	-0.7	4	0.8	5	7	0	-3
CCNC(=S)NNC(=O)C1CCCCC1	-8	-23[20 µM]	2.9*	2	-0.17	1	17	5	-1
CCSC1(SCC)N=C(N)C2(C#N)C(c3ccccc3)NC(C)=CC12C#N (stereo not drawn)	-8	-30	0.1	4	0.51	3	9	7	-3
COC(=O)c1ccc(Cn2cc(Cl)cn2)cc1	-25	-20	0.5	-1	nt	-5	7	-4	3
C=CCNC(=O)COC(=O)c1nc2nccc(C)n2n1	-9	-17	0.7	-7	1	-6	3	-3	-1
